NPR2 activator: GC-B (human) receptor activation; P20594; HEK293-GC-B cells, CNP EC30, cGMP TR-FRET; 0% at EC30 CNP, 100% saturating CNP; activation, % at 10 µM; hit rate 0.11% among 370,000;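 active means activation at 10 µM reaching about 35% in either raw or pattern-adjusted values, limit read from the data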
ARFGAP1 inhibitor: inhibits rat ARF GTPase activating protein 1 | Arfgap1-stimulated ARF1 GTP hydrolysis, GDP FP detection | inhibition, % at 16.5 µM | hit rate 0.26% among 360,000 | AID 651572;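 active means inhibition above a per-plate limit, mean inhibition of low control wells plus 3 SD, cut at about 25% in these data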;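 further: 0% = DMSO wells with enzyme and 100% = wells lacking Arfgap1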
Target sequence (Q62848 1-136 limits assumed): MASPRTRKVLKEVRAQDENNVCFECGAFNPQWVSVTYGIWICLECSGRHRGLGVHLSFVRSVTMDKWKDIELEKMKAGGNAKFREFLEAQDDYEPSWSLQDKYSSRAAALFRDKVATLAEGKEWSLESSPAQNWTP
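Material: truncated rat Arfgap1 GAP domain; Incubation: compound-enzyme preincubation 20 min, reaction 120 min, detection 60 min, 25 °C; Read-out: percent inhibition of Arfgap1-stimulated GTP hydrolysis; Technique: FP, GDP Alexa 633 tracer displaced from anti-GDP antibody, 620/688 nm; Controls: No-Arfgap1 wells (100%) versus DMSO full-reaction wells (0%); Replication: single well per compound.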
HGIII-sPLA2 inh: Inhibits HGIII-sPLA2 liposome hydrolysis, primary screen. Q9NZ20. QFRET BODIPY PC-A2 liposome hydrolysis, fluorescence. inhibition, % at 12.2 µM. hit rate 0.56% among 370,000. AID 743126;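 active means inhibition above mean plus 3 SD of compounds lying within the high and low control bounds, cut at about 19% in these data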;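 further: 0% = median of test compound wells and 100% = no enzyme DMSO wells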
Tn6 DDE FP: DD(E)-Tn6 binding inhibition, primary FP screen; inhibition, % at 8.3 µM; AID 720509; P02675; Fibrin DD(E) TRITC-Tn6 fluorescence polarization displacement; hit rate 0.21% among 370,000;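 active means inhibition above a per-campaign cutoff: mean of compounds within control limits plus 3 SD, cut at about 15% in these data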;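 further: 0% = median of all compound wells on the plate and 100% = blocking peptide control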
Target sequence (P02675 whole entry, looked up): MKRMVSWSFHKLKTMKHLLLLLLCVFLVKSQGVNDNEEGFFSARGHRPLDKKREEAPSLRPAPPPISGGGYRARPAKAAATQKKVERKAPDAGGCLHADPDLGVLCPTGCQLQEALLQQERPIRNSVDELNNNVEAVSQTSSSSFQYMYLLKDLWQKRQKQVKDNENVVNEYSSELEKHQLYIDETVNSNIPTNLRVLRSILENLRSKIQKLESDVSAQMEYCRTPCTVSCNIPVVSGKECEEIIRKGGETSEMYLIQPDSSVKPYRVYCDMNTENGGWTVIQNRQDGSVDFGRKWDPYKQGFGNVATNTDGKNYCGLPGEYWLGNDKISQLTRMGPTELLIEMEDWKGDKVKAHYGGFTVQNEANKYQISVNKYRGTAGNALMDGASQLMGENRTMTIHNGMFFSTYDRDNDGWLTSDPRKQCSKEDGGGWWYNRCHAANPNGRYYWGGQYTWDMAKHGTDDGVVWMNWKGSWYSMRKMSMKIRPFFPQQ
ASAP1 GAP inh: ASAP1 ArfGAP inhibition. Q9ULH1. ASAP1-stimulated ARF1 GTP hydrolysis, GDP FP detection. inhibition, % at 16.5 µM. hit rate 0.19% among 360,000. AID 624377; in the data active means inhibition above about 25%;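 further: 0% = vehicle with enzyme and substrate and 100% = no enzyme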
Target sequence (Q9ULH1 325-724 limits assumed): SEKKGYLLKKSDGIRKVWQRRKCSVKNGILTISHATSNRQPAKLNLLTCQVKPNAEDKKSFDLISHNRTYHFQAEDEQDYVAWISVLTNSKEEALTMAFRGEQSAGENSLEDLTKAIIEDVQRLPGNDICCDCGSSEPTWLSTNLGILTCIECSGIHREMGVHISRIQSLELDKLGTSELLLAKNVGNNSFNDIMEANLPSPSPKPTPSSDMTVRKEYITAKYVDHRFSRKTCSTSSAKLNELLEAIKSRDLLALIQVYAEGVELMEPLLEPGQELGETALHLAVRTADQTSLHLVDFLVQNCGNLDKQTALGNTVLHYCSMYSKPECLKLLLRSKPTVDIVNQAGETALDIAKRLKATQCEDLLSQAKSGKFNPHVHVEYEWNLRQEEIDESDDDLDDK
NPR1 activator: GC-A (human) enzyme activation. P16066. HEK293 GC-A cells, cGMP TR-FRET, EC30 ANP; 0% at EC30 ANP, 100% saturating ANP. activation, % at 10 µM. hit rate 0.14% among 370,000. AID 1671463; in the data active means activation above about 40%
proKLK7 act: proKLK7 (human) activation, primary screen; purified proKLK7, EDANS-DABCYL substrate fluorescence; 100% is mature enzyme control, 0% vehicle; hit rate 0.9% among 370,000; activation, % at 7 µM; P49862;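 active means activation above the mean of all tested compounds plus 3 SD, computed per campaign excluding outliers beyond control limits, cut at about 13% in these data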
rCAG RNA binder: molecules binding r(CAG) RNA repeats. hit rate 1.3% among 370,000. AID 651821. inhibition, % at 3 µM. r(CAG) RNA repeat, TO-PRO-1 dye displacement fluorescence;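 active means inhibition above the plate cutoff, the mean of all test compounds on that plate plus 3 SD, cut at about 35% in these data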;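 further: 0% = DMSO alone and 100% = 100 µM mitoxantrone as full dye displacement; higher means more dye released from RNA so lower well fluorescence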
FXN GAA850 act: frataxin GAA850 promoter activation; HEK293 lucGAA850 FXN promoter luciferase reporter, 24 h; percent of 10 µM SAHA response; activation, % at 6 µM; hit rate 0.56% among 360,000; AID 540364;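 active means activation above the average of all compounds screened plus 3 SD, cutoff fixed separately per campaign, cut at about 7.5% in these data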;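 further: 0% = DMSO wells and 100% = 10 µM SAHA wells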
ADAM10 inh: inhibitors of human ADAM10; O14672; recombinant ADAM10, EDANS/DABCYL FRET peptide cleavage, 3 h; inhibition, % at 7 µM; hit rate 0.62% among 370,000;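 active means inhibition above a per-campaign cutoff equal to the mean of compounds falling between control-based bounds plus 3 SD, cut at about 20% in these data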;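 further: 0% = DMSO wells while the 100% control is not disclosed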
The depositor's hits bear a star; i = inactive; . = no result given; & = joins results of further samples. An unsorted share of the library; any-hit rate near 4.5%.

SMILES	NPR2 activator	ARFGAP1 inhibitor	HGIII-sPLA2 inh	Tn6 DDE FP	ASAP1 GAP inh	NPR1 activator	proKLK7 act	rCAG RNA binder	FXN GAA850 act	ADAM10 inh
COc1ccccc1NC(=O)C(=O)Nc1ccccn1	-7	7	-2	-5	6	-2	-0.2	-3	0.8	0
C/C(=N\NC(=O)c1cc(-c2ccc(C)s2)[nH]n1)c1ccncc1	1	18	-4	-9	7	1	0.3	1	0.2	6
O=C(COc1ncnc2ccccc12)NCc1ccco1	-1	-11	0	-5	13	-2	0.1	-5	3.1	-9
CCCc1cc(=O)[nH]c(N/N=C/C=C\c2ccccc2)n1	-8	-4	8	-4	11	-8	4.8	10	0.7	-29
O=C(CCC1CCCC1)NCCCN1CCOCC1	2	11	2	-6	-5	4	0.4	1	-0.4	6
CC1(c2ccccc2)NC(=O)N(CC(=O)Nc2ccccc2N2CCCCC2)C1=O (stereo not drawn)	-7	-1	-7	1	2	-3	-0.2	-10	-0.1	-3
Oc1cccnc1CN1CCOCC1	-3	9	0	4	6	1	0.1	-1	-1.1	-8
Nc1nc(N)nc(-c2ccccc2-c2nc(N)nc(N)n2)n1	1	-4	2	1	-10	2	0.2	1	-0.8	-1
COc1cc2nc(/C=C/c3ccc(N(C)C)cc3)sc2cc1SC	6	0	4	-2	6	12	0.1	-2	-0.1	-1
Cc1onc(-c2c(F)cccc2Cl)c1C(=O)Nc1nnc(-c2ccccc2)s1	-4	6	-9	-5	-7	1	-0.1	13	2.0	0
CCCn1c(SC(C)C(=O)NCC2CCCO2)nc2cc(Cl)ccc2c1=O (stereo not drawn)	-23	-14	-4	5	4	-15	0.9	-5	0.7	1
Cc1ccc(NC(=O)CSc2ccccc2NC(=O)c2ccccc2Cl)cc1Cl	-1	20	6	0	11	-7	-0.4	4	4.5	-3
CCC(C)NC(=O)Cn1c(COc2ccc(Cl)cc2Cl)nc2ccccc21 (stereo not drawn)	0	3	7	3	-3	-2	0.1	1	1.5	-5
CC(=O)N(C(C)=O)C1=C(C#N)C2(CCCCC2)Cc2ccccc21	-3	5	2	-2	-2	0	-0.6	-4	-0.8	6
CCOC(=O)Cc1nnc(NC(=O)C(CC)Sc2nncn2C)s1 (stereo not drawn)	0	-7	-6	2	3	1	0.1	4	0.7	-25
CC(=O)Nc1ccc(N(C(=O)CNC(=O)c2ccco2)C(C(=O)NCc2ccco2)c2ccccc2F)cc1 (stereo not drawn)	-2	6	10	4	10	2	0.1	2	0.3	-5
CCOC(=O)c1ccc(N=C2C(=S)N(c3ccc(C(=O)OCC)cc3)C(=N)N2/N=C/c2ccccc2)cc1	5	4	-9	-1	11	-4	-0.3	12	5.0	-4
Cc1ccc(C)c(N2C(=O)CN=C2Nc2ccccc2Cl)c1	3	-2	4	-2	7	-1	0.8	-3	0.1	-4
COc1ccc(C(=O)N(CCN2CCOCC2)CC(=O)NC2CCCC2)cc1OC	2	-4	0	-3	0	6	-0.4	-3	-1.7	-4
COc1ccc(OCc2nnc(SCC(=O)Nc3cccc(C(C)=O)c3)o2)cc1	-5	-2	-3	-1	12	-1	-0.5	4	-1.4	-2
Clc1ccccc1C(c1nnnn1Cc1ccco1)N1CCN(Cc2ccco2)CC1 (stereo not drawn)	-6	0	-9	-4	14	-6	0.4	3	-2.3	13
Cc1nn2c(c1-c1ccccc1)NC1=C(C(=O)CCC1)C2c1ccccc1 (stereo not drawn)	-10	0	-4	0	6	-11	30*	2	-3.9	i
COc1ccc(C(=O)c2c3ccccc3[n+]([O-])n2CCCN)cc1	-8&-9	3&9	4&9	5&1	5&3	-3&-5	0.6&0.4	6&5	-1.1&3.6	-66&-43
O=C(COC(=O)Cc1ccc(Br)cc1)NC1CCCCC1	6	7	-3	8	-5	0	-0.2	-5	0.1	3
Cc1ccccc1OCC(=O)N/N=C/c1cccn1C	6	17	-9	-12	2	0	0.1	0	-0.5	-1
SMILES	NPR2 activator	ARFGAP1 inhibitor	HGIII-sPLA2 inh	Tn6 DDE FP	ASAP1 GAP inh	NPR1 activator	proKLK7 act	rCAG RNA binder	FXN GAA850 act	ADAM10 inh
CCOC(=O)C1=C(C)Nc2ncnn2C1c1cc(Br)ccc1F (stereo not drawn)	-15	-1	4	0	11	-17	0.3	1	-1.2	-4
CC(NC(=O)Oc1cccc2ccccc12)c1ccccc1 (stereo not drawn)	5	-5	-3	1	-5	-1	-30	2	0.8	-19
Cn1cc(CN2CCN(c3ncccn3)CC2)c(-c2cccc(Cl)c2)n1	-1	-1	-12	5	-5	-7	-0.6	-6	1.2	2
C=CCOc1ccc(/C=C2\SC(=S)N(N3CCOCC3)C2=O)cc1	3	2	-13	-1	-4	-7	0.0	4	-0.7	-140
NS(=O)(=O)c1cc(C(=O)OCC(=O)NC2CCCCCCC2)ccc1Cl	3	-11	0	4	-11	0	-0.2	3	-1.4	5
Cc1ccc(C)c(N2N=C(C(=O)O)CCC2=O)c1	0	-6	-3	2	0	4	-0.4	2	1.3	1
O=[N+]([O-])c1cc(S(=O)(=O)N2CCCC2)ccc1N/N=C/c1ccccn1	5	3	16	-11	4	1	-0.2	5	0.1	-1
Cc1ccc(C)c(NC(=O)c2ccc(CS(=O)(=O)Cc3ccccc3C)o2)c1	1	.	-13	5	.	-3	0.3	2	.	-1
Cc1ccc(NS(=O)(=O)c2cc(Br)cnc2N)c(Cl)c1	6	8	-44	3	-8	2	0.1	20	1.0	1
Cc1[nH]c2ccccc2c1SCc1n[nH]c(=S)n1C	-5	-9	10	2	-23	-1	-0.3	-1	1.4	3
CCn1cc(S(=O)(=O)NCCc2ccc(OC)c(OC)c2)cn1	5	16	8	-2	8	6	0.1	-4	-0.7	-1
O=C(NC1CCCCCC1)C1c2ccccc2C(=O)N1Cc1cccs1 (stereo not drawn)	-2	0	0	-1	-4	-3	0.0	0	-0.5	3
COc1ccc(CC2(CO)CCN(C(C)COc3ccccc3)CC2)cc1 (stereo not drawn)	-13	-16	-16	-9	-20	-14	-0.4	-11	-1.3	-7
Cc1cc(OCC(=O)Nc2ccncc2)ccc1[N+](=O)[O-]	1	0	0	-6	8	2	0.5	31	-1.0	10
CN(CC(=O)Nc1ccccc1Br)C(=O)CN1CCN(Cc2ccc(Cl)cc2)CC1	-3	2	6	-4	12	-2	-0.1	-1	0.5	-16
CCOc1ccc(NC2=C(Cl)C(=O)N(C3CCCCC3)C2=O)cc1	-8	0	-5	2	12	1	-0.5	-1	-0.3	0
CCC(CC)=C(C#N)C(=O)NC1CCCCC1	0	3	-5	9	4	3	0.2	-2	2.7	-1
CCCCc1ccc(NC(=S)NCCCN2CCOCC2)cc1	2	5	3	0	8	2	0.0	-6	-0.6	-4
O=C(Cn1nc(-c2ccccc2)c2ccccc2c1=O)Nc1ccc(O)cc1	1	-1	-8	1	-2	2	0.2	3	1.2	-4
O=c1[nH]c(Nc2ccccc2)cc2cc(Br)ccc12	-8	22	0	-1	36*	1	0.5	37*	0.3	-40
Oc1cccc(-c2nnc(-c3cccc(O)c3)nn2)c1	-11	13	-21	-10	2	-6	-0.1	8	-3.4	-5
CC(C)NS(=O)(=O)c1ccc(OCC(=O)N2CCN(c3ccccc3)CC2)cc1	-3	1	0	-1	5	-1	-0.1	-6	-1.1	2
COc1ccc(/C=N/N=C2/C(=O)Nc3ccccc32)cc1O	-9	12	-8	-4	18	-8	-0.1	4	2.5	4
Cc1ccc(-c2ccc3nnc(SCC(N)=O)n3n2)cc1	-1	0	2	5	-19	0	6.2	1	3.0	-119
Cc1ccc([C@H]2N[C@]3(CCCN(Cc4cccn4C)C3=O)[C@H]3C(=O)N(C)C(=O)[C@@H]23)cc1	2	3	0	-9	4	-2	0.1	11	1.1	-22

Single entries from the entries so far:
Entry for O=[N+]([O-])c1cc(S(=O)(=O)N2CCCC2)ccc1N/N=C/c1ccccn1 under ARFGAP1 inhibitor: 3
Entry for O=C(NC1CCCCCC1)C1c2ccccc2C(=O)N1Cc1cccs1 (stereo not drawn) under rCAG RNA binder: 0

The list continues.
SMILES	NPR2 activator	ARFGAP1 inhibitor	HGIII-sPLA2 inh	Tn6 DDE FP	ASAP1 GAP inh	NPR1 activator	proKLK7 act	rCAG RNA binder	FXN GAA850 act	ADAM10 inh
Cc1cccn2c(=O)c(/C=C(\C#N)C(=O)NCc3ccco3)c(N3CCCC(C)C3)nc12 (stereo not drawn)	-4	1	-5	0	0	9	-0.2	-1	3.5	-28
COC(=O)c1cc(-c2ccc(OC)cc2)nc2nc(SC)[nH]c(=O)c12	-5	-9	4	2	-3	0	25*	1	0.4	-491
CCCc1c(-c2ccc(F)cc2F)ncn1Cc1cccc(-c2ccccc2)c1	-16	8	-13	-4	12	-9	-0.4	5	.	14
O=C(Nc1ccc(F)cc1)Nc1cc(S(=O)(=O)N2CCOCC2)ccc1N1CCCC1	-1	-5	-8	1	7	2	0.1	2	-0.1	-6
O=C(C[n+]1cccc(Br)c1)c1ccc(-c2ccccc2)cc1	-2	10	-12	3	-16	5	-0.2	9	2.5	0
CCOCCCNC(=O)c1ccc(-n2c(=S)[nH]c3ccccc3c2=O)cc1	-2	2	3	2	-1	-3	-0.8	-1	-1.6	-3
CC(C)CC(=O)NCc1ccc(F)cc1	1	-2	1	-3	-8	4	-0.5	-1	0.5	0
Cc1cc2occ(CC(=O)NC3(C)CCS(=O)(=O)C3)c2cc1C (stereo not drawn)	-6	-6	8	0	-16	-2	-0.4	0	3.5	-5
COC(=O)c1c(NS(=O)(=O)c2ccccc2)csc1C	-2	2	-10	4	-8	-2	1.0	3	1.4	-9
Nc1ncc(Br)cc1S(=O)(=O)N1CCCCCC1	-3	9	-3	0	0	-2	0.6	-1	-0.1	-18
O=C(CSc1nnnn1C1CCCC1)NCc1ccc2c(c1)OCO2	-1	0	-1	-15	-4	9	-0.1	-5	0.1	-2
Cc1noc(C)c1S(=O)(=O)N1CCCC(C(=O)NCCc2ccccc2)C1 (stereo not drawn)	3	0	10	-1	8	3	-0.1	-4	-0.3	-1
O=C(N/N=C/c1ccc(OC(F)F)cc1OC(F)F)c1ccc(Br)cc1	-2	-7	-4	4	1	-3	0.0	-2	0.2	7
COc1ccc(CNC(=O)C(C)OC(=O)C23CC4CC(CC(O)(C4)C2)C3)cc1 (stereo not drawn)	-1	18	2	0	-8	4	-0.2	-4	-0.6	6
COc1ccc(-c2nc3cc(C)ccn3c2NC2CCCCC2)cc1SC1CCCCC1	9&8	15&2	7&10	-2&-11	20&2	10&6	-20&-15	4&7	-0.2	-83&-109
Cc1ccccc1CS(=O)(=O)CCC(=O)NCc1ccccn1	-2	-6	-2	-7	4	2	-0.1	0	-1.5	-11
COC(=O)c1ccc(C2=NOC(C)(c3sc(-c4ccc(Cl)cc4)nc3C)C2)cc1 (stereo not drawn)	-2	-13	-5	-1	14	-3	-0.8	1	0.5	2
CCOC(=O)c1oc2ccccc2c1NC(=O)c1ccc2c(c1)OCO2	-1	8	-1	-1	-3	6	0.0	9	2.6	-2
CCC(C)[C@H](N)c1nnc(SCC(=O)Nc2cccc(Cl)c2)o1 (stereo partly drawn)	-2	5	-2	-4	2	-1	0.6	-1	2.7	5

Source: PubChem BioAssay (several laboratories)
